# FN deposit inh – inhibitors of fibronectin matrix deposition, primary screen, AH1F cells, Alexa488-fibronectin fluorescence, plate reader | inhibition, % at 12.6 µM | AID 743247, 2014 | 350,000 compounds, 0.086% hits | AH1F fibroblasts, overnight;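 active = mean inhibition across replicates of 30% or more, regardless of how many single replicates reach that level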;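 also: positive control wells lacked labelled fibronectin entirely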
#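 Assay system: AH1F fibroblasts / Quantity: 10000 cells per well / Medium: DMEM plus 2% serum, read in PBS / Reagent: labelled fibronectin 24 nM / Dosing: single dose, pinned / Times: 1 h cell attachment, overnight exposure to compound and label / Signal: fluorescence, ex 485 nm, em 525 nm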
# EWS-Fli inh – EWS/Fli-driven NR0B1 reporter inhibitors, primary screen, A673 cells, NR0B1 luciferase, luminescence, MLPCN library; viability-normalised; inhibition, % at 12.6 µM; 350,000 compounds, 0.67% hits;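 active = mean inhibition of at least 50% after viability correction, with every replicate also passing that limit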;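 also: firefly luciferase signal divided by Alamar Blue viability fluorescence both relative to DMSO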
# Cneo AK release – Cryptococcus neoformans cell lysis inducers, primary screen, AK release luminescence, single concentration. C. neoformans lysis, adenylate kinase release luminescence, 4 h; normalised: neutral wells 0, clomiphene wells 100. lysis activity, % at 15 µM. 360,000 compounds, 0.2% hits. AID 651654, 2012;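 active = mean lysis activity across replicates of at least 80%, whatever share of replicates individually reach that level; inactive = mean lysis activity below 80%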
#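 Schedule: static 4 h at 37 °C with compound, 1 h detection; system: C. neoformans cells; benchmarks: Clomiphene as positive control; buffer or medium: fresh YPD medium; measure: luminescence rise reflecting yeast cell lysis; measured by: luminescent adenylate kinase detection reagent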
# CASP6 VEID inh – human caspase-6 inhibitors, primary screen, biochemical, VEID-R110 fluorescence, single point, set 2; inhibition, % at 12.5 µM; 350,000 compounds, 0.53% hits; AID 686996, 2013; P55212; purified caspase-6, Z-VEID-R110 cleavage fluorescence;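 active = mean inhibition across replicates at least about 35%, with every replicate also reaching that limit, limit read from the data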;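 also: 0% = median of neutral control wells and 100% = no fluorescence left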
# Target sequence (P55212 24-179 limits assumed): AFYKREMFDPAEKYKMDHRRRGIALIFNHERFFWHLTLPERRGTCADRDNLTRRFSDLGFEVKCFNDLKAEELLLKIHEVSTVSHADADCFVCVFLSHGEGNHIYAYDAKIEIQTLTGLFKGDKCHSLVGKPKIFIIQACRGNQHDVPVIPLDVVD
# Target sequence (P55212 194-293 limits assumed): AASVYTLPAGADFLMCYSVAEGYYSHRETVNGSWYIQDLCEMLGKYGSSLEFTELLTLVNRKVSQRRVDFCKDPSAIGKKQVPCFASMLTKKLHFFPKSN
# miR-122 sensor – miR-122 Renilla sensor signal increase in Huh7, primary screen, miR-122 inhibitor project, cell-based, single point, plate reader. 340,000 compounds, 0.3% hits. Huh7 miR-122 Renilla luciferase sensor, 48 h; neutral wells = 0, positive control = 100. activation (reporter increase), % at 12.5 µM. AID 602342, 2012;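 active = mean replicate activation score at least 90 and every replicate individually at or above 90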;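 also: higher luciferase means less miR-122 activity so hits act as miR-122 inhibitors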
# PAX8 reporter – inhibitors of PAX8-driven TPO luciferase reporter, primary screen, RMG-I cells, single concentration. SteadyGlo, 24 h. inhibition, % at 12.6 µM. 360,000 compounds, 1.2% hits;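 active = mean replicate inhibition at least 60% with every replicate also reaching 60%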;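 also: luciferase light reporting Pax8 driven TPO promoter activity; plate controls were median of neutral control wells for no effect and mitoxantrone controls for full effect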
# PGC1a acetyl inh – inhibitors of PGC1a acetylation signal, primary screen, cell-based, U2OS, AlphaScreen, inhibitor mode | AlphaScreen anti-acetyl-lysine; with virally co-expressed GCN5 acetyltransferase | inhibition, % at 15.6 µM | 350,000 compounds, 0.17% hits | AID 651687, 2012;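 active = every replicate shows inhibition of at least 40%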;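 also: 0% = neutral control wells and 100% = positive control wells; some results beyond the cut were filed as inactive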
# LGR2 antag – inhibitors of bursicon-induced LGR2 CRE-luciferase signal, primary screen, cell-based, HEK293, CRE-luciferase reporter, bursicon stimulation; Drosophila bursicon receptor LGR2 (rickets); 380,000 compounds, 0.35% hits; inhibition, % at 9.99 µM; bursicon-stimulated, 4 h;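 active = drop in luminescence signal, shown as inhibition above about 50% in the replicate tests, limit read from the data, passing the limit was not always enough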;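 also: agonist challenge used bursicon conditioned medium at about half maximal strength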
# Active calls of the source: *; · = no result given; & = joins results of further samples; [ ] = another dose, or the depositor's remark.
molecule	FN deposit inh	EWS-Fli inh	Cneo AK release	CASP6 VEID inh	miR-122 sensor	PAX8 reporter	PGC1a acetyl inh	LGR2 antag
CC(=O)Nc1cccc(-c2ccnc3c2CC(C)(C(=O)Nc2ccc(F)c(Cl)c2)O3)c1 (configuration not stated)	16	13	1	-4	-2	30	-3	-3
COC(=O)CN(c1ccccc1[N+](=O)[O-])S(=O)(=O)c1ccccc1	2	10	·	1	·	15	-1	9
COc1ccc(CCNC(=O)C(=O)NCC2OCCN2S(=O)(=O)c2cccs2)cc1 (configuration not stated)	9	-2	-4	-2	-2	·	·	-15
CC(C)NC(=O)Nc1ccc2c(c1)C(=O)N([C@@H](C)CO)C[C@@H](C)[C@@H](CN(C)Cc1ccncc1)OCCCC[C@H](C)O2	·	·	0	1	0[16.7 µM]	-13	4	-13
CN(C(=O)c1ccc(C#N)cc1)c1nnc(-c2cnccn2)s1	-1	-9	-1	0	6	-13	1	-14
CCOc1ccccc1NC(=O)NCCN1CCCCC1	0	1	1	-4	-11	-5	·	6
C[C@@H]1CN([C@@H](C)CO)C(=O)c2cc(NS(=O)(=O)c3ccccc3)ccc2O[C@@H](C)CCCCO[C@@H]1CN(C)C(=O)Nc1ccc2c(c1)OCO2	2	-57	-7	4	5[16.7 µM]	-32	8	1
C[C@@H]1CCCCO[C@H](CN(C)S(=O)(=O)c2ccc(Cl)cc2)[C@H](C)CN([C@H](C)CO)C(=O)c2cc(NS(=O)(=O)c3ccccc3)ccc2O1	7	4	0	-3	-5[16.7 µM]	33	-36	3
CSc1nnc(C)c(=O)n1COC(=O)COc1ccccc1F	4	0	·	0	-4	-2	6	4
CN(C)C(=O)CN1CCN(c2nc3nonc3nc2N2CCCCC2)CC1	3	-5	·	-1	·	-6	·	4
O=S(=O)(c1ccc(F)c(F)c1F)N1CCN(C(=S)NCc2ccccc2)CC1	10	3	·	2	7	-6	-18	44
Cc1ccc(S(=O)(=O)Nc2ccc3c(c2)C(=O)N([C@H](C)CO)C[C@H](C)[C@@H](CN(C)C(=O)Nc2c(C)noc2C)OCCCC[C@@H](C)O3)cc1	-7	-10	-3	2	1[16.7 µM]	2	18	0
Cc1cc2oc(=O)cc(-c3ccccc3)c2c(C)c1-c1ccc(C#N)cc1	·	4	-2	-3	0	3	12	-9
Cc1ccccc1NC(=O)c1c([N+](=O)[O-])cnn1C	2	-1	5	-1	-3	0	5	·
COc1ccc(CCC(=O)Nc2cccc(S(=O)(=O)N3CCCC3)c2)cc1OC	-1	11	-2	1	-3	17	-5	8
O=C(c1ccncc1)N1CC2(C1)[C@H](c1ccccc1)[C@@H](CO)N2C(=O)c1ccncc1	·	-3	·	1	·	·	5	7
COc1ccc(Cl)cc1NC(=O)C/C(C)=N/NC(=O)Cc1ccccc1	·	8	·	0	5	-13	-11	15
N#CC(C#N)=C1C=CC=CN1/C(=C\c1ccco1)C(=O)c1ccccc1	26	78*	·	-2	·	122*	·	100*
NC(=O)CC(NC(=O)Cc1cccc2ccccc12)c1ccc(N2CCC(N3CCCC3)CC2)c([N+](=O)[O-])c1 (configuration not stated)	5	0	0	-8	-6	-24	·	-1
COc1ccc2nc(NC(=O)CSc3nccc(C)n3)sc2c1	-5	·	0	·	-17	-5	7	·

# Additional entries follow.
molecule	FN deposit inh	EWS-Fli inh	Cneo AK release	CASP6 VEID inh	miR-122 sensor	PAX8 reporter	PGC1a acetyl inh	LGR2 antag
O=C(Nc1nccs1)c1ccc(CSc2nnnn2-c2ccccc2)cc1	-3	·	1	·	1	·	3	5
O=S1(=O)CC(N2CCN(Cc3ccccc3F)CC2)CN1Cc1cn(Cc2ccc(Cl)cc2)nn1 (configuration not stated)	10	-3	·	0	·	0	·	9
COCCNC(=O)C1(C)CCN(C(=O)c2ccc(F)c(C)c2)C1 (configuration not stated)	3	-1	0	0	-6	8	-2	0
C[C@H](CO)N1C[C@H](C)[C@H](CN(C)Cc2ccc(Oc3ccccc3)cc2)Oc2ccc(NC(=O)Nc3ccc(F)cc3)cc2CC1=O	·	13	-1	0	-3[16.7 µM]	17	-10	13
CCC1CCCCN1C(=O)c1ccc(OC)c(OC2CCN(C(C)C)CC2)c1 (configuration not stated)	4	0	-1	-3	5	-10	-2	·
CCCN1C[C@@H](C)[C@@H](OC)CN(C)C(=O)c2cc(NC(=O)C3CC3)ccc2OC[C@@H]1C	-4	4	-2	1	·	5	2	9
CCn1c(SCC(=O)Nc2nncs2)nnc1-c1ccco1	-2	-3	0	-1	1	-8	-14	6
CCN(CC)CCN(C(=O)c1ccc(Br)s1)c1nc2cc3c(cc2s1)OCCO3	-1	-36	·	-6	3	-26	4	-23
CCn1c(SCC(=O)c2ccccc2)nc2sc3c(c2c1=O)CCN(C)C3	5	-7	2	2	1	-44	11	-7
COc1ccccc1C(=O)NC(CCSC)C(=O)OCC(=O)N1CCCC1=O (configuration not stated)	0	0	2	2	-4	-1	4	-9
Oc1ccc(Cl)cc1Cc1cc(Cl)ccc1O	-5	8	-1	17	4	-1	·	·
Oc1c(CN2CCCCC2)cc(COCc2ccccc2)c2cccnc12	2	·	14	·	4	64*	8	·
C[C@@H]1CN([C@H](C)CO)S(=O)(=O)c2ccc(C#CCN(C)C)cc2O[C@H]1CN(C)C(=O)CC1CC1	·	-1	0	-1	6[16.7 µM]	-14	4	8
Cc1cc2oc(=O)cc(-c3ccccc3)c2c(C)c1-c1ccc(CO)cc1	·	4	0	-2	-5	7	-3	-15
O=Cc1c(NCc2cccc(F)c2)c2ccccc2[nH]c1=O	0	20	1	-1	-2	5	2	-2
O=C(C[C@H]1CC[C@@H]2[C@H](COC[C@H](O)CN2S(=O)(=O)c2ccccc2)O1)NCc1ccc(-c2ccccc2)cc1	-9	18	-2	1	-9[16.7 µM]	23	-5	-10
Cc1cc(NC(=O)CN2CCN(c3ncccn3)CC2)no1	·	-4	1	1	-9	·	2	-19
Cc1cccc(C)c1NC(=O)C(c1ccc(C#N)cc1)n1c(=O)c(-c2ccco2)nc2ccccc21 (configuration not stated)	-5	-1	·	3	·	-8	·	10
CCN(CC(=O)Nc1c(F)cccc1F)C(=O)C1CCC1	-6	4	0	-1	·	·	·	-24
CC1=NN(Cc2ccccc2)C(=O)/C1=C/c1ccc(N(C)C)cc1	·	11	2	-1	0	·	1	24

# (listing goes on)
molecule	FN deposit inh	EWS-Fli inh	Cneo AK release	CASP6 VEID inh	miR-122 sensor	PAX8 reporter	PGC1a acetyl inh	LGR2 antag
C[C@H](CO)N1C[C@H](C)[C@@H](CN(C)Cc2ccc3c(c2)OCO3)OCCCC[C@H](C)Oc2ccc(NC(=O)NC3CCCCC3)cc2C1=O	·	3	-2	0	19[16.7 µM]	1	-9	5
CCN1CCN(c2ccc(S(=O)(=O)N3CCOCC3)cc2NC(=O)/C=C/c2ccc(OC)c(OC)c2)CC1	11	-1	-3	-6	-12	-4	-7	-25
Cc1csc(NC(=O)CSc2nnc(NC(=O)NC(C)(C)C)s2)n1	-2	-13	-3	-1	3	-23	-1	-22
COc1ccc(/C(C)=N/NC(=S)Nc2cc(C)ccc2C)cc1	-4	8	·	2	·	13	·	-44
COc1ccc(NC(=O)Nc2ccc3c(c2)[C@@H]2C[C@@H](CC(=O)NC4CCCC4)O[C@@H](CO)[C@@H]2O3)cc1	6	9	1	-1	-3[16.7 µM]	-3	-6	17
COC(=O)C1=C(NC(=O)c2cccc(OC)c2)CCS1	·	-8	-2	1	-8	·	10	-3
CN(CCCN1CCOCC1)Cc1cn(C)nc1-c1ccccc1F	-5	-3	0	-14	·	2	-5	·
COc1cc(C)ccc1OCCOCCOc1cc(C)c(C)cc1Br	2	·	1	·	3	7	-14	11
Cc1noc(C)c1S(=O)(=O)NCc1cccc(Cl)c1	-4	5	1	1	9	4	-4	9
COc1ccc(COC(=O)CNC(=O)C2CCCCC2)cc1F	5	-3	·	3	·	8	·	5
CC(=O)CC1c2ccccc2C=C(c2ccsc2)N1c1ccc(-c2cccs2)cc1 (configuration not stated)	2	17	·	-1	·	75*	·	13
CCCc1nnc(NC(=O)CCC(=O)NCc2ccccc2Cl)s1	-2	·	1	-1	-2	7	·	12
CCC1CCCCN1S(=O)(=O)c1ccc(NC(=O)c2nc(S(C)(=O)=O)ncc2Cl)cc1 (configuration not stated)	39*	69*	-1	0	18	104*	·	3
Fc1ccccc1-c1nnc2n1N=C(c1ccc(OC(F)F)c(OCC3CC3)c1)CS2	2	13	5	-2	-9	3	·	-20
CCCN1C(=O)S/C(=C/c2ccc(N3CCOCC3)o2)C1=O	0	-98	-4	9	0	-21	0	-32
Cc1cc(C)c(C(=O)COC(=O)C2CCN(c3ccc(C(F)(F)F)cn3)CC2)c(C)c1	-4	-3	-1	-4	·	7	5	-18
CN(C)C(=O)C[C@@H]1CC[C@H]2[C@@H](COC[C@H](O)CN2CC2CCCCC2)O1	5	-2	1	-1	5[16.7 µM]	-5	-4	13
O=S(=O)(c1ccc(SCCOc2ccccc2Cl)nc1)N1CCCC1	-1	5	-1	-1	8	13	-6	-5
CC(C)N(CCNC(=O)c1nn(Cc2ccccc2)c(=O)c2ccccc12)C(C)C	·	-4	6	-2	-1	-7	·	7
O=C(NCCc1ccccc1)C1C(=O)Nc2ccccc2C(=O)N1C1CCCCC1 (configuration not stated)	·	-6	·	0	·	-14	·	-16

# A different layout for part of the listing above:
# Results follow in this order: FN deposit inh | EWS-Fli inh | Cneo AK release | CASP6 VEID inh | miR-122 sensor | PAX8 reporter | PGC1a acetyl inh | LGR2 antag
COC(=O)C1=C(NC(=O)c2cccc(OC)c2)CCS1
  · | -8 | -2 | 1 | -8 | · | 10 | -3
CN(CCCN1CCOCC1)Cc1cn(C)nc1-c1ccccc1F
  -5 | -3 | 0 | -14 | · | 2 | -5 | ·
COc1cc(C)ccc1OCCOCCOc1cc(C)c(C)cc1Br
  2 | · | 1 | · | 3 | 7 | -14 | 11
Cc1noc(C)c1S(=O)(=O)NCc1cccc(Cl)c1
  -4 | 5 | 1 | 1 | 9 | 4 | -4 | 9
COc1ccc(COC(=O)CNC(=O)C2CCCCC2)cc1F
  5 | -3 | · | 3 | · | 8 | · | 5

# Other compounds follow:
molecule	FN deposit inh	EWS-Fli inh	Cneo AK release	CASP6 VEID inh	miR-122 sensor	PAX8 reporter	PGC1a acetyl inh	LGR2 antag
Cc1ccc(C)c(S(=O)(=O)N2CCCOC2CNC(=O)C(=O)NCCCN2CCOCC2)c1 (configuration not stated)	7	·	-1	-5	·	-3	·	-4
COc1ccccc1C(C#N)N1N=C(C)CC1c1ccccc1 (configuration not stated)	1	5	-4	-2	-3	-4	-1	1
CC(C)NC(=O)N(C)C[C@H]1Oc2c(NC(=O)C3CC3)cccc2C(=O)N([C@H](C)CO)C[C@@H]1C	1&-3	-12&-3	-2&1	-3	9[16.7 µM]	-5&-7	8	25&-2
O=C(CSc1ncc(-c2ccccc2)[nH]1)Nc1ccccc1	·	3	-1	2	-3	·	-14	0

# Bioassay records: PubChem, Broad Institute
